# OXTR potentiator = potentiators of human oxytocin receptor | P30559 | activation, % at 3 µM | hit rate 0.061% among 320,000 | CHO-OTR cells, Fluo-8 calcium fluorescence, potentiator mode; 0% = oxytocin EC15, 100% = EC100;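 active = activation above that plate's cutoff, the mean activation of tested compounds plus 3 SD, cut at about 6.6% in these data, passing the limit was not always enough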;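 note: 100% uses oxytocin at 75 nM as the full agonist control; some results filed as inactive read as strong as hits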
# Target sequence (P30559 whole entry, looked up): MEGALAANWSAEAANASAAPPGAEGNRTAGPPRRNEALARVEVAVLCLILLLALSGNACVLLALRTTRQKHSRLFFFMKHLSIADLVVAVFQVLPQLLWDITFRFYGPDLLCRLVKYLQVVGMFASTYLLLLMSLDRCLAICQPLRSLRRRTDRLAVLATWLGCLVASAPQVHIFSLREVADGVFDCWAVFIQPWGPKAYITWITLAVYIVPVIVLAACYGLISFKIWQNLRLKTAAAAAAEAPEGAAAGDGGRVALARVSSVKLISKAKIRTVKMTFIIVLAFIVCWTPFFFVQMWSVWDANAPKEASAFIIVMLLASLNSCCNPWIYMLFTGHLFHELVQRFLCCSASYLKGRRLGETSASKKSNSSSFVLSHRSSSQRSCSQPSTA
#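 Assay system: CHO cell line stably expressing human OTR. Reagent: EC15 oxytocin agonist. Dosing: single dose, 3.0 µM nominal final compound concentration. Timing: compound 6 min at room temperature before oxytocin, 100 s read. Signal: kinetic Fluo-8 calcium fluorescence. Controls: oxytocin EC15 low and EC100 high.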
# CHRM1 agonist = human M1 muscarinic receptor agonism; CHO-K1 hM1, Fluo-8 calcium fluorescence, agonist mode; 0% DMSO, 100% acetylcholine EC100; activation, % at 3 µM; AID 588814; P11229; hit rate 0.33% among 360,000;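 active = activation above the run's mean compound activation plus 3 SD, cut at about 16% in these data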;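 note: peak over basal fluorescence ratio within a 140 s kinetic read after compound addition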
# Target sequence (P11229 whole entry, looked up): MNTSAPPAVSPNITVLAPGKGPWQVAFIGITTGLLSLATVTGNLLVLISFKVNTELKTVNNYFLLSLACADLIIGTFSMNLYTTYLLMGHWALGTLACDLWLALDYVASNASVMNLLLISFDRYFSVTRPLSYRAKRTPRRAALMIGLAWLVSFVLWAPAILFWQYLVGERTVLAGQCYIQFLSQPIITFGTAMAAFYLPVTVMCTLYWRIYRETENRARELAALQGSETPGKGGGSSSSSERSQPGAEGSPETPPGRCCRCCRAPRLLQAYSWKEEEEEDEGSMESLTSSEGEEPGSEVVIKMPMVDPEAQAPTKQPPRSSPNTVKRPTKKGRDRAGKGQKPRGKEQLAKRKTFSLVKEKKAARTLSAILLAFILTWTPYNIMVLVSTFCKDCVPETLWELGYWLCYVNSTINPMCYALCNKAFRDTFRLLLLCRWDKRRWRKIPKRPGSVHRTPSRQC
# OXTR agonist = activates the human oxytocin receptor; AID 2435; activation, % at 3 µM; CHO-OTR cells, Fluo-8 calcium fluorescence; normalized: DMSO 0%, oxytocin 100%; hit rate 0.32% among 320,000; P30559;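 active = activation above the mean of all tested compounds plus 3 SD, cutoff set per screening run, cut at about 20% in these data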;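 note: peak over basal fluorescence ratio from a 100 s FLIPR kinetic read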
# TAAR1 antag = antagonists of human TAAR1; hit rate 1.5% among 360,000; Q96RJ0; CHO RD-HGA16 TAAR1, Fluo-8 calcium fluorescence, antagonist; AID 624466; inhibition, % at 3 µM;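 active = inhibition above a per-plate cutoff, the mean inhibition of test compounds on that plate plus 3 SD, cut at about 49% in these data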;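 note: 0% = DMSO plus EC80 beta-PEA response and 100% = DMSO alone without agonist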
#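 System: CHO RD-HGA16 cells bearing hTAAR1. Reagent: EC80 β-phenethylamine stimulus. Schedule: seeding 17-24 h prior, 75-min 37 °C, 30-min RT dye loading. Signal: Fluo-8 intracellular calcium dye fluorescence, real-time kinetic reads. Read-out: % inhibition from peak post-agonist over basal fluorescence ratio. Benchmarks: vehicle wells and EC80 agonist wells. Replicates: n of 1.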
# CHRM1 antagonist = human CHRM1 antagonism. P11229. CHO-K1 hM1, Fluo-8 calcium fluorescence, ACh EC80 antagonist. inhibition, % at 3 µM. hit rate 1.3% among 360,000. AID 588852;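 active = percent inhibition above its own plate's cutoff, namely the mean of that plate's compound wells plus 3 SD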;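 note: peak over basal fluorescence ratio during 140 s after agonist addition; 0% = ACh EC80 plus DMSO and 100% = DMSO alone without agonist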
# V1R ag counter = counter-screen for oxytocin receptor agonists: human V1a receptor agonists | AID 2797 | activation, % at 3 µM | hit rate 0.25% among 320,000 | P37288 | CHO-V1R cells, Fluo-8 calcium fluorescence, agonist mode; 0% DMSO, 100% 3 nM vasopressin;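 active = activation above the mean activation of all tested compounds plus 3 SD, per screening run, cut at about 20% in these data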;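 note: signal is peak over basal fluorescence ratio across a 100 second FLIPR read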
# CHO parental Ca = counter-screen: ATP calcium response change in parental CHO cells; inhibition, % at 5.6 µM; hit rate 0.63% among 330,000; AID 463079; parental CHO-K1, ATP-induced calcium, Fluo-8 fluorescence;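 active = inhibition above that plate's mean sample inhibition plus 3 SD, cut at about 26% in these data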;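 note: 0% = ATP-challenged DMSO wells and 100% = DMSO wells without ATP; some compounds past the cut are filed as inactive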
#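 Material – parental CHO cells · Reagent – ATP stimulus · Compound – single nominal dose of 5.6 µM per compound · Detection – Fluo-8 fluorescence · Read-out basis – percent inhibition of calcium signal · Controls – ATP-challenged DMSO wells low, unchallenged DMSO wells high · Repeats – no replicates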
# M1 PAM = potentiates human M1 receptor response to acetylcholine; activation, % at 3 µM; P11229; hit rate 0.088% among 360,000; CHO-K1 hM1, Fluo-8 calcium fluorescence, ACh EC20; 0% = ACh EC20, 100% = maximal ACh; in the data active = activation above about 19%, passing the limit was not always enough
# TAAR1 agonist = agonists of human TAAR1; hit rate 0.99% among 360,000; Q96RJ0; CHO RD-HGA16 TAAR1, Fluo-8 calcium fluorescence; vehicle wells 0%, saturating PEA agonist 100%; activation, % at 3 µM; AID 624467;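 active = activation above the mean activation of all test compounds in the run plus 3 SD, cut at about 38% in these data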
#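 Benchmarks: low control DMSO, high control PEA (EC100); System: CHO RD-HGA16 cells carrying human TAAR1 plus Gα16; Detection: Fluo-8 fluorescence, 5 s baseline then 140 s kinetic read; Schedule: 17-24 h plating, Fluo-8 75 min 37 °C, 30 min RT; Read-out basis: % activation from peak over basal fluorescence ratio, DMSO-to-PEA scaled.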
# Numbers without * were called inactive; nt = not tested or not shown.
compound	OXTR potentiator	CHRM1 agonist	OXTR agonist	TAAR1 antag	CHRM1 antagonist	V1R ag counter	CHO parental Ca	M1 PAM	TAAR1 agonist
CCc1ccc(NC(=S)N(Cc2ccccc2)Cc2ccccn2)cc1	-2	-7	-1.7	-4	-4	-0.2	-22	0	-3
CN1CCN(C(=O)CCNC(=O)Cn2cnc3ccccc3c2=O)CC1	7	-5	1.2	-10	2	1.3	-7	-1	1
Cc1ccc(C)c(Cn2c(=O)n(C)c(=O)c3sccc32)c1	-7	-1	0.8	-12	-4	0.1	12	-1	0
Nc1nc(Nc2ccccc2)nc2c1ncn2[C@@H]1O[C@H](CO)[C@@H](O)[C@H]1O	5	-3	0.4	-14	-21	-0.6	-7	6	2
CCN1C(=O)[C@@H]2[C@@H](c3ccc(-c4ccc(F)cc4)cc3)N3CCC[C@@]3(C(=O)OC)[C@@H]2C1=O	-1	-5	0.0	-20	-4	-0.5	-9	1	2
Cc1cc(C)c2nc(Nc3nc(-c4ccccc4)cc(=O)[nH]3)nc(C)c2c1	-2	-7	-1.6	-21	-7	-0.5	-17	3	0
Cc1cc(C)c2c(C)c(C(=O)NCc3ccc(S(N)(=O)=O)cc3)oc2c1	-7	-1	-1.1	19	-5	-0.7	-9	9	9
CCSc1nc(C2CC2)cc(-c2ccco2)c1C#N	-1	-3	-2.3	11	-4	0.7	-30	5	9
CCOc1ccccc1NC(=O)N1CCC(c2nc3ccccc3[nH]2)CC1	-3	-2	0.5	20	5	0.0	-15	-6	11
CN(C)CCCNc1c2c(nc3ccccc13)CCC2	-5	-11	1.3	10	10	0.9	-4	-11	-1
COc1cc(/C=C2\SC(=S)N(Nc3ccccc3)C2=O)ccc1O	-22	23*	58*	57*	24	24*	42*	-11	54*
COCCN(C(=O)c1ccc(C)c(S(=O)(=O)N2CCOCC2)c1)c1c(N)n(CC(C)C)c(=O)[nH]c1=O	nt	-3	nt	19	-8	nt	nt	0	15
CC(=O)c1ccc(Nc2ncnc3ccc(Br)cc23)cc1	nt	-10	nt	-8	-3	nt	nt	-5	3
CC(C)(C)c1ccc(C(CC(=O)O)NC(=O)Cc2ccc(F)cc2)cc1 (stereo not drawn)	-7	nt	-0.7	nt	nt	-0.1	7	nt	nt
CCc1ccc(N2C(=O)c3sc4nnc(C)c(=O)n4c3C2=O)cc1	-1	-2	-0.5	9	-2	0.3	-2	3	16
Nc1cccc(S(=O)(=O)c2cccc(N)c2)c1	-9	-2	1.3	9	17	1.3	3	-6	5
CCCCC1(C)NC(=O)N(CC(=O)Nc2cc(S(=O)(=O)N3CCOCC3)ccc2Cl)C1=O (stereo not drawn)	-6	-3	-0.3	-8	-9	0.4	-9	7	6
O=C(CSc1ncnc2ccccc12)NC1CCS(=O)(=O)C1 (stereo not drawn)	0	-2	0.1	-11	-5	1.9	-5	6	2
CSc1cccc(NC(=O)Nc2ccc(Cl)cc2)c1	-20	3	13	42	19	10	81*	-11	15
COc1ccc(-c2nnc(-c3ccccc3)o2)cc1OC	1	-5	-0.5	4	-4	-0.1	-16	0	4
COc1cc(C2C(C(=O)c3ccco3)=C(O)C(=O)N2c2cc(C)on2)cc(Br)c1O (stereo not drawn)	-7	-1	1.2	-5	0	2.8	-2	4	2
COc1cccc(S(=O)(=O)N(C)C[C@@H]2OCc3cn(nn3)CCCC(=O)N([C@H](C)CO)C[C@H]2C)c1	nt	1	nt	0	-12	nt	nt	10	2
CCCCCCC(=O)NNC(=O)c1c(O)c2ccccc2n(CC)c1=O	-18	-2	4.1	0	11	-0.1	-26	0	21
Cc1ccc(NC(=O)CN(C)C(=O)CSc2nccn2C)cc1	-2	-5	0.9	-9	7	-0.4	-11	-7	1
CN(c1ccccc1)S(=O)(=O)c1cccc(NC(=O)CSc2ncc(C(F)(F)F)cc2Cl)c1	-10	1	-1.5	21	1	2.5	-10	0	4
CN(C)c1ccc(NC(=O)C[n+]2ccccc2)cc1	3	-12	0.8	-4	1	-0.2	-9	3	0
Cc1cc(NC(=O)CCc2ccc(S(=O)(=O)N3CCOCC3)cc2)n(-c2ccccc2)n1	-14	0	0.3	0	0	1.1	-10	6	3
COc1ccc(-n2c(=S)[nH]c3cc(C(=O)N4CCN(c5ccccc5)CC4)ccc3c2=O)cc1	-1	-6	0.8	-6	-5	1.0	-6	4	5
CN1C(=O)CSC1=Nc1ccc(F)cc1	nt	-3	nt	-12	-12	nt	nt	1	0
Cc1ccc(-n2c(-c3ccncc3)n[nH]c2=S)cc1	-3	-4	0.9	7	-9	-0.2	-12	3	3
Cc1ccc(N=CC2=C(O)CC(c3ccco3)CC2=O)cc1 (stereo not drawn)	-9	-5	1.2	7	-6	3.0	-12	0	10
N#Cc1ccc(Oc2cccnc2)cc1C#N	-9	-3	0.1	-13	-9	1.2	-4	6	2
CCc1ccc2c(c1)c1nnc(NN)nc1n2CC	-6	-8	-2.0	-2	0	-1.2	-23	3	-3
CCC(C)[C@@H](C(=O)N1CCNCC1)n1cc(CCCCN)nn1 (stereo partly drawn)	-2	-7	0.5	-10	-5	1.2	-4	6	1
Cc1cc(C)cc(OCC(=O)O/N=C(\N)c2ccccc2Cl)c1	-9	-3	-1.9	-3	-4	-1.3	-13	0	4
CCN(CC)C(=O)c1cc2cc(Br)ccc2oc1=O	-2	-3	-1.4	10	1	0.2	-3	-5	3
O=C(c1ccccc1Br)N1CCN(c2ccccc2)CC1	2	-2	-0.2	-14	5	-0.5	-5	0	3
COc1ccc(N2CC(C)Cn3c2nc2c3c(=O)n(Cc3ccc(C)cc3)c(=O)n2C)c(OC)c1 (stereo not drawn)	1	-6	-0.3	-52	-25	-1.5	-14	0	-3
Cc1cccc(-n2c(O)c(C=NCc3ccccn3)c3ccccc3c2=O)c1	-15	-2	1.0	-2	-4	0.2	-10	6	7
COC(=O)c1cccc(-n2[nH]nnc2=S)c1	-10	-1	-0.1	3	0	-1.1	8	2	1
COc1ccc(C2CCCN2C(=O)Nc2ccc(F)cc2)cc1OC (stereo not drawn)	-7	-1	0.2	-7	-17	1.0	1	12	1
Cc1noc(C)c1CSCC(=O)Nc1cccc(C(F)(F)F)c1	6	-1	2.3	4	0	2.5	-16	-1	5
Cc1ccc(NS(=O)(=O)c2c(C)[nH]c(C)c2C(=O)N2CCCCC2)cc1Cl	-7	-1	2.4	-16	-4	2.2	-30	5	4
CCCn1c(SCC(=O)C(C)(C)C)nc2ccccc21	-7	-10	-1.4	-20	8	-1.1	-21	-9	19
Cc1c(NC(=O)CN2C(=O)c3cccc4cccc2c34)c(=O)n(-c2ccccc2)n1C	-10	-3	-1.3	-13	-14	0.4	-7	-3	6
CCOc1ccc(S(=O)(=O)Nc2cccc(C(=O)NCC(c3ccccc3)N(C)C)c2)cc1 (stereo not drawn)	-14	0	6.4	28	24	9.6	-10	-19	58*
COC(=O)[C@]1(Cc2ccccc2)N[C@H](CN(C)C(=O)c2ccc(C(C)(C)C)cc2)[C@@H]2C(=O)N(Cc3ccccc3)C(=O)[C@@H]21	-2	-5	3.4	-14	2	1.5	-8	-4	1
CCN1CCN(C(=O)c2c(-c3c(Cl)cccc3Cl)noc2C)CC1	-5	-10	0.9	-3	-4	0.9	-1	6	2
CC(C)c1ccc(NC(=O)NCc2ccc(F)cc2)cc1	-7	-10	-2.3	23	-2	2.8	13	0	0
CCOC(=O)N1N=C(CC)CC1(O)C(F)(F)F (stereo not drawn)	-5	-2	0.1	-17	-5	0.0	1	-1	6

# Next section
compound	OXTR potentiator	CHRM1 agonist	OXTR agonist	TAAR1 antag	CHRM1 antagonist	V1R ag counter	CHO parental Ca	M1 PAM	TAAR1 agonist
CC(C)Sc1nnc2n(CCc3ccccc3)c(=O)c3c4c(sc3n12)COC(C)(C)C4	-7	nt	-0.9	nt	nt	0.4	-5	nt	nt
CCN(CC)CCCn1c2c(c(SCC(=O)Nc3nccs3)nc1=O)CCC2	-1	-6	1.8	-5	-6	-0.3	-4	4	1
O=C(OCC(=O)N(C1CCCCC1)C1CCCCC1)c1ccccc1O	-8	-5	-2.3	-6	-10	-0.3	-33	8	-2
Cc1cccc(C(=O)NC2CCN(CC(=O)Nc3ccccc3Cl)CC2)c1	-8	-6	-1.1	-21	-14	-0.5	-6	5	3
CCC(O)c1cnc(OCc2ccccc2)nc1OCc1ccccc1 (stereo not drawn)	nt	-7	nt	11	-4	nt	nt	-3	-1
CC1CC(=O)Nc2ccccc2N1C(=O)Nc1ccc(F)cc1F (stereo not drawn)	-8	-2	-0.1	-13	-14	1.4	-12	10	1
CC(C)CC(=O)Nc1ccc(Oc2ccc(NC(=O)CC(C)C)cc2)cc1	-9	-3	0.6	3	-8	0.9	-9	5	3
C/C=C/c1ccc(OCCCNC2CCCC2)c(OC)c1	-5	-7	3.4	3	10	1.9	-22	-6	9
COc1ccccc1CC1(C)NC(=O)N(CC(=O)N2CC(C)OC(C)C2)C1=O (stereo not drawn)	-10	0	-1.0	-6	0	0.3	-8	0	1
Cc1ccc(OCC(=O)OC2CCS(=O)(=O)C2)cc1 (stereo not drawn)	-3	0	-0.6	3	-6	0.3	0	10	2
CCOc1ccc(NC(=S)NC(=O)c2cncc(Br)c2)cc1	-5	-3	-2.3	-25	-11	-0.8	-15	5	0
C=CCNc1nc(Cl)nc(Nc2ccc(OC)cc2OC)n1	-2	-12	-2.2	0	-9	-1.1	-6	11	0
NC(=O)c1nsc(C(=O)N(c2ccc(F)cc2)C(C(=O)NCC2CCCO2)c2ccc3ncccc3c2)c1N (stereo not drawn)	-9	-3	2.3	49*	-3	2.9	-13	3	13
C/C(=N\NC(=O)c1nnn(-c2nonc2N)c1CN(C)c1ccccc1)c1cccc(O)c1	-11	1	2.8	-38	4	0.9	-10	0	7
CCc1ccccc1NC1=NCC(=O)N1Cc1ccc2c(c1)OCO2	-5	-4	-0.7	-7	-10	1.8	-12	3	5
CCN(CCCNC(=O)C1CCCN(S(=O)(=O)c2cnc[nH]2)C1)c1ccccc1 (stereo not drawn)	6	-9	-0.3	-16	-12	2.1	-2	7	0
